mcGAS lum: blocks mouse cGAS activity; Q8C6L5; recombinant cGAS, Kinase-Glo ATP depletion luminescence; inhibition, % at 12.5 µM; 160,000 tested, 0.15% active; AID 1259399;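 also: 0% = negative control wells and 100% = reference inhibitor with no enzyme activity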
hcGAS lum: blocks human cGAS activity | recombinant h-cGAS, ATP depletion, Kinase-Glo luminescence | inhibition, % at 12.5 µM | 290,000 tested, 0.081% active;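 also: 0% = vehicle reaction and 100% = reaction without DNA for no activity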
Target sequence (Q8N884 whole entry, looked up): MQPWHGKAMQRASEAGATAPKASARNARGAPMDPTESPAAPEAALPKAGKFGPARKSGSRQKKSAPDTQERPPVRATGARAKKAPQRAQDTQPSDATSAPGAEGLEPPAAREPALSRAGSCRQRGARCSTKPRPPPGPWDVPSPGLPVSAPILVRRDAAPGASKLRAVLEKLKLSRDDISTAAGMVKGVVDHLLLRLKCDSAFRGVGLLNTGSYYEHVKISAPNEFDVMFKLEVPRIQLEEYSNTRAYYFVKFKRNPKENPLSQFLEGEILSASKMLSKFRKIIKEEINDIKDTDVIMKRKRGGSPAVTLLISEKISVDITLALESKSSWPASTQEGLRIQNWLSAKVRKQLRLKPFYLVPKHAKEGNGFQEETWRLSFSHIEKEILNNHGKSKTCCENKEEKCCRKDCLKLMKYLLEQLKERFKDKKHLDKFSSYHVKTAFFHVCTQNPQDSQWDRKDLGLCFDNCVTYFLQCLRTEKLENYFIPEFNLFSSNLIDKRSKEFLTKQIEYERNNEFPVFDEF
NPYLR7 ag: activates Aedes aegypti NPYLR7 receptor; HEK293T NPYLR7/Galpha15, GCaMP6s calcium fluorescence; activation, % at 10 µM; 270,000 tested, 0.15% active; AID 1259423; in the data active = activation above about 40%;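 also: 0% = vehicle and 100% = reference agonist at the receptor; some compounds past the cut are filed as inactive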
An asterisk follows results filed as active; & = joins results of further samples. Rule as the data show it, unless noted: active = inhibition above about 40%; inactive = the rest.

How did CC1(C)COCCN1Cn1nc(-c2ccco2)n(Cc2ccccc2)c1=S do in these assays?
hcGAS lum: -5.0; NPYLR7 ag: 1.0

Results for CNc1nc2cnc(Nc3ccncc3)cc2n1-c1cc(OC)c(OC)c(OC)c1 ?
mcGAS lum: -2.4; hcGAS lum: -6.4; NPYLR7 ag: 9.2

What do the screens show for `Cc1ccccc1Oc1ncccc1CNc1nccc(C(F)(F)F)n1`?
hcGAS lum: -5.9; NPYLR7 ag: 1.4

Results for CCOc1ccccc1N1C(=O)CSC1c1ccc(NC(=O)/C=C/c2ccc([N+](=O)[O-])cc2)cc1 (stereo not drawn) ?
mcGAS lum: -5.5; hcGAS lum: -3.9; NPYLR7 ag: 0.9

Results for CCC(=O)N1C[C@H](CN(C)C)[C@@H](C2CCN(Cc3ccccn3)CC2)C1 ?
mcGAS lum: -1.8; hcGAS lum: 2.6

What do the screens show for `NC(=O)[C@@H](CCC(F)(F)F)N(Cc1ccc(-c2ncon2)cc1F)S(=O)(=O)c1ccc(Cl)cc1`?
mcGAS lum: -9.5; hcGAS lum: -8.1; NPYLR7 ag: -1.0

What do the screens show for `CCc1nccn1CCC(=O)N1CCC2(CC1)c1ccccc1[C@@H](N)[C@@H]2O`?
mcGAS lum: -1.7; hcGAS lum: 0.1

What do the screens show for `O=C(c1cnccn1)N(CCN1CCCCC1)CC1CCCN(C2CCCC2)C1` (stereo not drawn)?
hcGAS lum: -4.2; NPYLR7 ag: -2.0

What do the screens show for `CN1CC2(CCCN(Cc3noc(C(C)(C)C)n3)C2)OC1=O` (stereo not drawn)?
hcGAS lum: -4.9; NPYLR7 ag: 2.7

What do the screens show for `CC(C)CCn1nc(C(=O)N2CCOCC2)c2c1CCN(C(=O)CSc1ccccc1)C2`?
mcGAS lum: -16.2; hcGAS lum: -4.1; NPYLR7 ag: 6.2

What do the screens show for `Cc1noc(C)c1C(=O)OCC(=O)N1N=C2C(=Cc3ccco3)CCCC2C1c1ccco1` (stereo not drawn)?
hcGAS lum: -2.6; NPYLR7 ag: 1.7

What do the screens show for `CCOc1ccccc1NC(=O)N(CC(=O)Nc1cc(C(C)(C)C)nn1-c1ccc(C)cc1)Cc1ccccc1`?
mcGAS lum: -4.6; hcGAS lum: -0.3; NPYLR7 ag: 0.0

Results for Cc1ccccc1-n1c(-c2ccc(Cl)cc2)cc(C(=O)NC(C)c2ccccc2)c1C (stereo not drawn) ?
mcGAS lum: -2.6; hcGAS lum: -8.3; NPYLR7 ag: -8.2

Results for CC(Cc1ccco1)NC(=O)c1cc2c(s1)CCC2 (stereo not drawn) ?
hcGAS lum: -6.3; NPYLR7 ag: 2.8

How did O=C(CSc1nnc(Cc2cccs2)n1C1CCCCC1)N1CCNC1=O do in these assays?
hcGAS lum: -7.7; NPYLR7 ag: 7.0

How did O=C([C@@H]1CCCN1C(=O)c1cccs1)N1CCN(S(=O)(=O)c2cccs2)CC1 do in these assays?
hcGAS lum: -8.6; NPYLR7 ag: 3.3

How did O=C(C(Cl)Cl)N1CCN(c2nc3nccc(-c4ccc(N5CCOCC5)cc4)n3n2)CC1 do in these assays?
mcGAS lum: -6.7; hcGAS lum: -5.2; NPYLR7 ag: 3.0

What do the screens show for `Cc1[nH]c2ccccc2c1CC(=O)NCc1nnc(-c2ccccc2)o1`?
hcGAS lum: -6.1; NPYLR7 ag: 31.9

Results for COCCCNC(=O)c1cc2c(s1)CS(=O)(=O)C2 ?
mcGAS lum: -4.3; hcGAS lum: -6.9; NPYLR7 ag: 5.8

What do the screens show for `CC1(c2cc(F)ccc2F)NC(=O)N(Cc2c(Cl)cccc2Cl)C1=O` (stereo not drawn)?
mcGAS lum: -4.2; hcGAS lum: -4.5; NPYLR7 ag: 5.2

What do the screens show for `C[C@H](C(=O)NCc1cccnc1)N1Cc2ccc(-c3ccnn3C)nc2C1=O`?
mcGAS lum: -6.9; hcGAS lum: -4.5; NPYLR7 ag: 3.6

Results for Cc1cnc(CNC(=O)C2(C)CCCN2CC(C)C)cn1 (stereo not drawn) ?
mcGAS lum: -7.1; hcGAS lum: -13.9; NPYLR7 ag: 8.1

How did N#CC1C(=N)SC(=N)C(C#N)C1c1ccnc2ccccc12 (stereo not drawn) do in these assays?
hcGAS lum: -1.3; NPYLR7 ag: 0.9

Results for COCc1ncc(CN2CCC3(CCCN(C(=O)CC4CCCCC4)C3)C2)cn1 (stereo not drawn) ?
hcGAS lum: 1.3; NPYLR7 ag: 11.8

How did CCCCN(C(C)=O)c1c(CC)nc2ccc(C(=O)NCc3ccccc3OC)cn12 do in these assays?
mcGAS lum: -3.9; hcGAS lum: -4.8; NPYLR7 ag: -3.2

Results for O=C(NCc1ccc(C(F)(F)F)cc1)c1ccc(-c2n[nH]c3c2CCCc2ccccc2-3)cc1 ?
mcGAS lum: -6.0; hcGAS lum: -4.2

How did O=c1[nH]cnc2c1ncn2[C@H]1CC[C@@H](CO)O1 do in these assays?
mcGAS lum: -4.1; hcGAS lum: -8.0&-4.4&-0.1; NPYLR7 ag: -9.9&-12.3&-0.9

How did Oc1[nH]c2ccccc2c1N=Nc1ccc(Cl)c(Cl)c1 do in these assays?
hcGAS lum: -7.4; NPYLR7 ag: -0.3

Results for Nc1cc(-c2cccc(C(F)(F)F)c2)nn1-c1ccc(C(=O)NCCc2ccccc2)cc1 ?
mcGAS lum: -4.1; hcGAS lum: -4.8; NPYLR7 ag: -6.3

How did COCCCN(CC(=O)N1CCc2sccc2C1c1ccc(Cl)cc1)C(=O)C(C)(C)CCl (stereo not drawn) do in these assays?
mcGAS lum: -5.7; hcGAS lum: -3.3; NPYLR7 ag: 0.1

Results for COc1cccc(C2C(=C(O)c3ccc(Cl)cc3)C(=O)C(=O)N2CCN2CCOCC2)c1 (stereo not drawn) ?
mcGAS lum: -0.9; hcGAS lum: 0.3; NPYLR7 ag: -1.3

What do the screens show for `CC(C)(C)C(=O)CSc1nnc(Cn2cncn2)o1`?
mcGAS lum: -4.6; hcGAS lum: -10.0; NPYLR7 ag: -6.0

Results for COc1ccc(C2=N/C(=C\C=C\c3ccccc3OC)C(=O)O2)c(Cl)c1 ?
mcGAS lum: -4.3; hcGAS lum: -3.9; NPYLR7 ag: -3.7

Results for O=C(O)c1ccc(-n2nnnc2SC2CCc3ccccc3C2=O)cc1 (stereo not drawn) ?
hcGAS lum: -3.4; NPYLR7 ag: 7.4

What do the screens show for `O=C(NC1CC1)c1cc2n(n1)CCN(Cc1ccnn1-c1ccccc1)C2`?
mcGAS lum: -17.9; hcGAS lum: -10.2; NPYLR7 ag: 18.9

How did CC(CC(N)=O)NC(=O)CCc1ccccc1 (stereo not drawn) do in these assays?
hcGAS lum: -6.7; NPYLR7 ag: 0.8

What do the screens show for `O=C(NCc1coc(-c2ccccc2)n1)C1CC2(CCNCC2)CN1` (stereo not drawn)?
hcGAS lum: -5.7; NPYLR7 ag: 7.7

How did Cc1ccc(NC(=O)C(C)N(C)Cc2nnc3ccccn23)c(Br)c1 (stereo not drawn) do in these assays?
hcGAS lum: -7.2; NPYLR7 ag: 1.7

Results for CCOC(=O)N1CCN(c2cc(Oc3ccc(Cl)cc3)ncn2)CC1 ?
mcGAS lum: -5.1; hcGAS lum: -5.9

Results for C=CCN=c1scc(C)n1N=Cc1ccc(O)c(O)c1 ?
hcGAS lum: 0.4; NPYLR7 ag: -8.4

Results for COC(=O)[C@@H]1C[C@@H](O)CN1C(=O)c1ccc2oc(C)cc2c1 ?
mcGAS lum: -10.8; hcGAS lum: -7.1; NPYLR7 ag: 12.8

What do the screens show for `Cc1ccc(C(=O)NCCNc2nc(C)nc3c2c(C)nn3-c2ccccc2C)cc1`?
hcGAS lum: -0.9; NPYLR7 ag: 6.4

What do the screens show for `Cc1sc(NC(=O)c2ccco2)c(C(c2cccnc2)N2CCN(c3ccccc3F)CC2)c1C` (stereo not drawn)?
hcGAS lum: -5.1; NPYLR7 ag: 6.7

What do the screens show for `COc1ccc(C2c3cccn3-c3ccccc3N2C(=O)CN(C(=O)C2C[C@H]2c2ccccc2)C2CC2)cc1` (stereo partly drawn)?
mcGAS lum: -6.0; hcGAS lum: -12.2

Results for Cc1ccc(C)c(CC(=O)N2CCC(n3cnc4cc(C(F)(F)F)ccc43)CC2)c1 ?
mcGAS lum: -7.1; hcGAS lum: -5.0; NPYLR7 ag: 1.4

Results for O=C(CCCCn1c(=O)[nH]c2ccsc2c1=O)NCC1CCCO1 (stereo not drawn) ?
hcGAS lum: 1.2; NPYLR7 ag: 3.2

Results for O=C(NCc1ccc(Cl)cc1)C1CCCc2[nH]ncc21 (stereo not drawn) ?
hcGAS lum: -5.7; NPYLR7 ag: 6.8

What do the screens show for `CCS(=O)(=O)N1CC(F)(F)C[C@H]1c1nc(CCOC)no1`?
mcGAS lum: -3.9; hcGAS lum: -11.7

What do the screens show for `COc1ncccc1C(=O)N1CCC(O)(c2ccc3nc(C)ccc3c2)CC1`?
mcGAS lum: -19.4; hcGAS lum: -5.7; NPYLR7 ag: 8.7

What do the screens show for `CC(c1ccccc1)N(Cc1cc(Cl)ccc1OCc1nc(CO)cs1)C(=O)C1CCCC1` (stereo not drawn)?
mcGAS lum: -0.5; hcGAS lum: 0.5; NPYLR7 ag: -5.4

Results for COCCN(CC(=O)Nc1nc(CC(=O)NCCCN2CCCCC2C)cs1)C(=O)c1ccc(Cl)cc1 (stereo not drawn) ?
mcGAS lum: -3.8; hcGAS lum: -4.2; NPYLR7 ag: 5.0

Results for CCNC(=O)N1CCN(S(=O)(=O)c2cccc(C)c2)CC1 ?
mcGAS lum: -6.4; hcGAS lum: 3.2; NPYLR7 ag: 0.8

Results for CC(SCC(=O)NC12CC3CC(CC(C3)C1)C2)C(=O)O (stereo not drawn) ?
mcGAS lum: 3.7; hcGAS lum: 4.4; NPYLR7 ag: -2.7

What do the screens show for `CCOC(=O)C1=C(C)NC2=C(C(=O)CCC2)C1c1ccccc1C(F)(F)F` (stereo not drawn)?
mcGAS lum: -7.0; hcGAS lum: -2.1; NPYLR7 ag: -4.7

How did CCC(CC)C(=O)N(C)c1c(C)nc2ccc(C(=O)NCCN3CCOCC3)cn12 do in these assays?
mcGAS lum: -5.0; hcGAS lum: -4.4; NPYLR7 ag: 13.3

How did O=C(Cn1cnnn1)N[C@H]1COC[C@@H]1N1CCCCC1 do in these assays?
mcGAS lum: -3.8; hcGAS lum: -9.3

Results for O=C(Nc1ccccc1)c1cccc(S(=O)(=O)N2CCCc3ccccc32)c1 ?
mcGAS lum: -8.4; hcGAS lum: 5.0; NPYLR7 ag: 3.5

What do the screens show for `CN1CCN(S(=O)(=O)c2ccc(N(C)CCc3ccccn3)nc2)CC1`?
mcGAS lum: -2.8; hcGAS lum: -3.5; NPYLR7 ag: 0.0

Results for CCCNc1nc(SC)nc2c1cnn2CCNC(=O)CCc1ccc(OC)cc1 ?
mcGAS lum: 3.1; hcGAS lum: 5.4

How did COCC(=O)N1CCN(CC(OCc2ccc(C(=O)OC)cc2)c2ccc(Cl)cc2)CC1 (stereo not drawn) do in these assays?
mcGAS lum: -4.9; hcGAS lum: -4.3

Results for Fc1ccc(OCc2nc(-c3ccncc3)no2)c(F)c1 ?
hcGAS lum: 7.8; NPYLR7 ag: 0.6

Results for Cc1cc(C)c(C(C(=O)O)c2ccccc2)c(C)c1 (stereo not drawn) ?
hcGAS lum: -5.7; NPYLR7 ag: -1.2

What do the screens show for `Cc1csc(CN(C)C(=O)c2ccc(N3CCC(O)CC3)cc2)n1`?
mcGAS lum: -4.0; hcGAS lum: 0.4; NPYLR7 ag: 5.0

What do the screens show for `Cc1ccc2c(c1)c(C(=O)NCCC1CN(C)CCO1)nn2C` (stereo not drawn)?
hcGAS lum: 2.6; NPYLR7 ag: 1.5

How did Cc1nc(NCCCCCC(=O)O)c2c(C)c(C)sc2n1 do in these assays?
hcGAS lum: -1.6; NPYLR7 ag: -0.9

What do the screens show for `COc1ccc(/C=C2/CCn3c2nc2scc(-c4ccccc4)c2c3=O)cc1O`?
hcGAS lum: -1.5; NPYLR7 ag: 5.4

How did O=C(c1ccc(CSCCc2ccccc2)cc1)N1C2CCC1CC(Oc1cccc(C(F)(F)F)c1)C2 (stereo not drawn) do in these assays?
mcGAS lum: -9.2; hcGAS lum: -15.3; NPYLR7 ag: 19.3

Results for COCCOC(=NCC(C)C)NC(=O)c1ccc(F)cc1 ?
mcGAS lum: -3.3; hcGAS lum: -2.1; NPYLR7 ag: 4.3

What do the screens show for `O=C(Nc1cc(C2CC2)[nH]n1)C1CCN(C(=O)COc2ccccc2)CC1`?
hcGAS lum: -5.8; NPYLR7 ag: 8.2

How did CCn1c(SCc2ccc(/C=C/c3ccccc3)cc2)nnc1-c1c2c(nc3ccccc13)CCC2 do in these assays?
mcGAS lum: -5.1; hcGAS lum: 1.2; NPYLR7 ag: 2.2

In the list so far, 7 contain a CF3 group:
What do the screens show for `Cc1ccccc1Oc1ncccc1CNc1nccc(C(F)(F)F)n1`?
hcGAS lum: -5.9; NPYLR7 ag: 1.4

What do the screens show for `NC(=O)[C@@H](CCC(F)(F)F)N(Cc1ccc(-c2ncon2)cc1F)S(=O)(=O)c1ccc(Cl)cc1`?
mcGAS lum: -9.5; hcGAS lum: -8.1; NPYLR7 ag: -1.0

Results for O=C(NCc1ccc(C(F)(F)F)cc1)c1ccc(-c2n[nH]c3c2CCCc2ccccc2-3)cc1 ?
mcGAS lum: -6.0; hcGAS lum: -4.2

Results for Nc1cc(-c2cccc(C(F)(F)F)c2)nn1-c1ccc(C(=O)NCCc2ccccc2)cc1 ?
mcGAS lum: -4.1; hcGAS lum: -4.8; NPYLR7 ag: -6.3

Results for Cc1ccc(C)c(CC(=O)N2CCC(n3cnc4cc(C(F)(F)F)ccc43)CC2)c1 ?
mcGAS lum: -7.1; hcGAS lum: -5.0; NPYLR7 ag: 1.4

What do the screens show for `CCOC(=O)C1=C(C)NC2=C(C(=O)CCC2)C1c1ccccc1C(F)(F)F` (stereo not drawn)?
mcGAS lum: -7.0; hcGAS lum: -2.1; NPYLR7 ag: -4.7

How did O=C(c1ccc(CSCCc2ccccc2)cc1)N1C2CCC1CC(Oc1cccc(C(F)(F)F)c1)C2 (stereo not drawn) do in these assays?
mcGAS lum: -9.2; hcGAS lum: -15.3; NPYLR7 ag: 19.3
